PI4K2A inh: inhibitors of human PI4K2A; AID 1346378; activity change, negative = inhibition, % at 76.9 µM; purified PI4K2A, ADP-Glo luminescence, 1 h; hits give low values; Q9BTU6; hit rate 0.13% among 420,000; in the data active means activity change below about -50%; inconclusive means mostly about -30% to -49%;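 further: -100% = wells without enzyme as full effect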
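ADP-Glo luminescence measured ADP generated by PI4K2A enzyme (4 ug/mL before mixing) with 1.2 mM PI substrate (pre-mix) and 300 microM ATP (pre-mix). Tris pH7.5 buffer with MgCl2, Triton X-100; 1 h reaction at ambient temperature.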
ERG-DNA inh: inhibitors of human ERG Ets domain-DNA interaction | fluorescence polarization, His-ERG Ets domain / labelled DNA | Potency, µM (doses to about 76.9 µM), for inactives: top-dose FP activity, negative = inhibition, hits mostly inhibitors | hit rate 0.028% among 370,000; active means well fitted inhibition curve with a large enough effect in the polarisation, with a control signal flat; inconclusive means small, poorly fitted or top-dose-only effect, or effect the other way, or a change in a side signal; inactive means no such curve, though single readings can be large or run the other way; the % refers to the polarisation;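 further: polarization taken with two DNA probes labelled with fluorescein and Texas red; potency means the concentration at half of the fitted maximal effect; % of control where 0% means no effect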
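His-tagged ERG Ets domain (1 uM in the protein solution; 300mM KCl, 50mM Tris-HCl, 1mM EDTA, 1mM DTT, pH 7.5) received compound, then a probe mix of 5 nM fluorescein-DNA and 100nM Texas-615-DNA. Fluorescence polarization was read for both dyes.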
BAZ2B inh: blocks human BAZ2B; AlphaScreen BAZ2B-H3K14Ac peptide displacement; AID 504333; Potency, µM (doses to about 114 µM), for inactives: at the top dose activity change, negative = inhibition, most hits filed as inhibitors; hit rate 4.4% among 360,000; Q9UIF8; further: potency means the concentration at half of the fitted maximal effect; on the % scale 0 is the no-effect control and ±100 the full control effect; nearly all actives have a fitted effect of over 60% in size
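AlphaScreen displacement of biotin-H3(5-23)K14Ac peptide (50 nM final) from BAZ2B (50 nM final) in PBS pH 7.4, 0.01% Tween-20; complex preformed 30 min RT, then compounds (top 110 uM) 30 min RT, beads 20 min dark.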
HP1b chromo inh: blocks HP1-beta chromodomain binding to methylated histone tails; P83916; AlphaScreen HP1-beta / biotin-H3K9me3 peptide binding; Potency, µM (top dose mostly 114 µM), for inactives: top-dose activity change, negative = inhibition, most hits filed as inhibitors; hit rate 0.56% among 390,000; AID 540317; further: potency means the concentration at half of the fitted maximal effect; nearly all actives have a fitted effect of over 70% in size; inactives centre near 23
Target sequence (P83916 whole entry, looked up): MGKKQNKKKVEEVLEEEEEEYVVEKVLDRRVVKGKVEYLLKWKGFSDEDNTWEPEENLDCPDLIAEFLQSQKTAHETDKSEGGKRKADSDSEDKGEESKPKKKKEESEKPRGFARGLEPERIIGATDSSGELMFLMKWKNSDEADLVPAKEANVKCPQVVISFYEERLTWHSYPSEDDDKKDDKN
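HP1-beta protein (50 nM final) preincubated 30 min at room temperature with biotinylated H3(1-18)K9me3 peptide (50 nM) in PBS pH 7.4, 0.01% Tween-20, then compound added for 30 min. AlphaScreen streptavidin donor/nickel chelate acceptor beads (10 ug/mL final), 30 min dark, luminescence read.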
GLS inhibitor: glutaminase GLS (human) inhibition | O94925 | GLS enzymatic activity, qHTS titration | Potency, µM (doses to about 45.5 µM), for the others: at the top dose activity change, negative = inhibition, hits mostly inhibitors | hit rate 0.21% among 410,000 | AID 624170; further: potency means the concentration at half of the fitted maximal effect; on the % scale 0 is the no-effect control and ±100 the full control effect
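hKGA in 45 mM KH2PO4 pH 8.2, 0.02% Tween-20 with pin-transferred compounds; 1 mM L-glutamine (stock) plus glutamate oxidase/HRP/Amplex Red coupling added. Fluorescence read initially and after 30 min at RT.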
G9a inh: G9a (human) methyltransferase inhibition; Q96KQ7; G9a H3K9 monomethylation, AlphaScreen, 2 h; Potency, µM (top dose mostly 102 µM), without a hit: top-dose activity, negative = inhibition, most hits filed as inhibitors; hit rate 8.8% among 350,000; AID 504332; further: potency means the concentration at half of the fitted maximal effect; on the % scale 0 is the no-effect control and ±100 the full control effect; nearly all actives have a fitted effect of over 75% in size
Target sequence (Q96KQ7 913-1193 limits assumed): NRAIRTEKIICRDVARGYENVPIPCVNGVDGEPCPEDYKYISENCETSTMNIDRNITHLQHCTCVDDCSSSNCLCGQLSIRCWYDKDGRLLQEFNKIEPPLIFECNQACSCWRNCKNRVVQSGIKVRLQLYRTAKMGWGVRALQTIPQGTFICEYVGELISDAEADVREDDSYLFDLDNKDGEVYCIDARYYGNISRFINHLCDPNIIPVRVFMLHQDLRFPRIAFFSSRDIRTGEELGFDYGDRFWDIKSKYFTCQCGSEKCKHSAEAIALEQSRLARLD
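G9a (20 nM) preincubated 15 min RT with compounds, then 500 nM biotinylated H3K9 peptide and 20 uM SAM added; 2 h RT reaction. Monomethyl-H3K9 product detected by AlphaScreen with anti-H3K9me1 antibody, streptavidin donor and anti-rabbit IgG acceptor beads.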
JMJD2A Tudor: JMJD2A Tudor domain (human) inhibition. hit rate 4.4% among 390,000. AlphaScreen JMJD2A-Tudor / H3K4me3 peptide binding. AID 504339. Potency, µM (series often up to 114 µM), for inactives: at the highest dose activity change, negative = inhibition, usual class: inhibitors; further: potency means the concentration at half of the fitted maximal effect; on the % scale 0 is the no-effect control and ±100 the full control effect; nearly all actives have a fitted effect of over 50% in size
Tb PGK inh: inhibitors of T. brucei phosphoglycerate kinase. P07378. PGK/GAPDH coupled, Kinase-Glo luminescence, 60 min. Potency, µM (titrated, usually from 57.5 µM), inactives show at the highest dose activity change, negative = inhibition, usual class: inhibitors. hit rate 0.043% among 380,000. AID 602233; further: potency means the concentration at half of the fitted maximal effect; on the % scale 0 is the no-effect control and ±100 the full control effect; nearly all actives have a fitted effect of over 60% in size
Target sequence (P07378 whole entry, looked up): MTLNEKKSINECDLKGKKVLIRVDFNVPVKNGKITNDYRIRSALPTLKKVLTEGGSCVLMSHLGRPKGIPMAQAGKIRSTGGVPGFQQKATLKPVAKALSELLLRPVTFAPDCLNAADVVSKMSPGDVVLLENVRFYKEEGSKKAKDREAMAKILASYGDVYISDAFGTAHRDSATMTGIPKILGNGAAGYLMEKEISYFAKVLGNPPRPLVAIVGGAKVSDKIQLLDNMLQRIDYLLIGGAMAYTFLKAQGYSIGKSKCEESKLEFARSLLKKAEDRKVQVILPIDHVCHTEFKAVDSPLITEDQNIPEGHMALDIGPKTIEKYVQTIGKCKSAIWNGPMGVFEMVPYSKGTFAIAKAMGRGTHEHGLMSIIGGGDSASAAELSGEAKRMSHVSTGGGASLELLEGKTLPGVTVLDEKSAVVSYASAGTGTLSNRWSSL
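Luminescent ATP detection (Kinase-Glo Plus) follows a 60-minute room-temperature incubation, with wells lacking PGK as controls. Buffer: 100 mM TEA (pH 7.6), 5 mM MgCl2, 0.01% Tween-20. Coupling enzyme GAPDH (100 nM final) supplies unstable 1,3-BPG in-well.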
Pin1 inhibitor: blocks the human prolyl isomerase Pin1. hit rate 0.009% among 390,000. AID 504891. Potency, µM (doses to about 115 µM), inactives show at the top dose activity, negative = inhibition, hits mostly inhibitors. Pin1 FP peptide displacement, HiFluor488, 10 min. Q13526; active means well fitted inhibition curve with a large enough effect in the polarisation, with a control signal flat, not every such curve was filed as active; inconclusive means small, poorly fitted or top-dose-only effect, or effect the other way, or a change in a side signal; inactive means no such curve, though single readings can be large or run the other way; the % refers to the polarisation; further: potency means the concentration at half of the fitted maximal effect; on the % scale 0 is the no-effect control and ±100 the full control effect
Target sequence (Q13526 whole entry, looked up): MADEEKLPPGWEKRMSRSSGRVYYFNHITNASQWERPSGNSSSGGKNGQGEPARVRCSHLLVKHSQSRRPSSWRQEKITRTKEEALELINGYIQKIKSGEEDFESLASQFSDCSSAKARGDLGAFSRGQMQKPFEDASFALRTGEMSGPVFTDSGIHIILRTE
An asterisk follows results filed as active; [ ] = dose if it differs, or a comment. Unless noted, the call rests on the fitted dose curve; in most records, active means well fitted curve in the direction sought with a large enough effect; inconclusive means small, poorly fitted or top-dose-only effect, or another doubt; inactive means no such curve, though single readings can be large; an effect the other way counts as inactive or inconclusive.

How did CC1(C)C(=O)Nc2ccccc2N1C(=O)COC(=O)c1cccc(O)c1 do in these assays?
PI4K2A inh: -2; ERG-DNA inh: -4%; HP1b chromo inh: 6%; GLS inhibitor: -6%; JMJD2A Tudor: inconclusive; Tb PGK inh: -13%; Pin1 inhibitor: -16%

Results for O=C(Cn1c(=O)oc2cc(S(=O)(=O)N3CCCCCC3)ccc21)NC1CCCCCCC1 ?
PI4K2A inh: -3; ERG-DNA inh: -1%; BAZ2B inh: 0%; HP1b chromo inh: 8%; GLS inhibitor: 4%; G9a inh: -16%; JMJD2A Tudor: -28%; Tb PGK inh: -1%; Pin1 inhibitor: 1%

Results for CCC(CC)C(=O)Nc1cccc(/C(C)=N/NC(=O)c2ccccc2Cl)c1 ?
PI4K2A inh: -11; ERG-DNA inh: -8%; BAZ2B inh: -2%; HP1b chromo inh: -16%; GLS inhibitor: 3%; G9a inh: -1%[12.7 µM]; JMJD2A Tudor: -12%[11.4 µM]; Tb PGK inh: -6%; Pin1 inhibitor: -5%

Results for CC1CCN(CC(=O)Nc2sc3c(c2C#N)CCC3)CC1 ?
PI4K2A inh: -3; ERG-DNA inh: -9%; BAZ2B inh: -6%; HP1b chromo inh: 37%; GLS inhibitor: 5%; G9a inh: -3%; JMJD2A Tudor: 4%; Tb PGK inh: inactive; Pin1 inhibitor: -2%

How did CC(C)CNC(=O)C(=O)NCCC1CCCCN1S(=O)(=O)c1cccs1 (stereo unspecified) do in these assays?
PI4K2A inh: -7; ERG-DNA inh: -6%; BAZ2B inh: -6%; HP1b chromo inh: 21%; GLS inhibitor: -2%; G9a inh: -3%; JMJD2A Tudor: -6%; Tb PGK inh: -1%; Pin1 inhibitor: -7%

Results for c1ccc(C(Nc2cccnc2)c2ccccc2)cc1 ?
PI4K2A inh: 0; ERG-DNA inh: -13%; HP1b chromo inh: 41%[activator]; GLS inhibitor: -14%; JMJD2A Tudor: -3%; Tb PGK inh: inactive; Pin1 inhibitor: -3%

What do the screens show for `Cc1ccc(S(=O)(=O)N2CCOCC2)cc1C(=O)NC(=S)N1CC(C)OC(C)C1` (stereo unspecified)?
PI4K2A inh: -3; ERG-DNA inh: -3%; BAZ2B inh: -2%; HP1b chromo inh: 22%; GLS inhibitor: 9%; G9a inh: 32µM*; JMJD2A Tudor: -6%; Tb PGK inh: inactive; Pin1 inhibitor: 3%

Results for COc1cc(C)ccc1OCCOc1c(C)cccc1Cl ?
PI4K2A inh: -3; ERG-DNA inh: -10%; BAZ2B inh: 112%[activator]; HP1b chromo inh: 207%[activator]; GLS inhibitor: 0%; JMJD2A Tudor: 87%[activator]; Tb PGK inh: inactive; Pin1 inhibitor: -7%

Results for C/C(=C\C(=O)c1ccncc1)Nc1ccccc1O ?
PI4K2A inh: -8; ERG-DNA inh: -5%; BAZ2B inh: -38%; HP1b chromo inh: 20%; GLS inhibitor: 10%; G9a inh: 13%; JMJD2A Tudor: -14%; Tb PGK inh: 0%; Pin1 inhibitor: 4%

How did Cc1ccc(NC(=O)c2oc3ccccc3c2NC(=O)C2CCCO2)cc1C (stereo unspecified) do in these assays?
PI4K2A inh: 2; ERG-DNA inh: -6%; BAZ2B inh: -6%; HP1b chromo inh: -5%; GLS inhibitor: 31%[activator]; G9a inh: 35%; JMJD2A Tudor: -26%; Tb PGK inh: 2%; Pin1 inhibitor: 3%

Results for CN1C(=O)/C(=C2\SC(=S)N(NC(=O)c3cccnc3)C2=O)c2ccccc21 ?
PI4K2A inh: -5; ERG-DNA inh: 2%; BAZ2B inh: inconclusive; HP1b chromo inh: 29%; GLS inhibitor: 20%; JMJD2A Tudor: -12%; Tb PGK inh: 3%; Pin1 inhibitor: 2%

What do the screens show for `CCC(=O)N1c2ccc(S(=O)(=O)CCC(=O)N3CCN(c4ccc(F)cc4)CC3)cc2CC1C` (stereo unspecified)?
PI4K2A inh: -3; ERG-DNA inh: -4%; HP1b chromo inh: 23%; GLS inhibitor: 33%[activator]; G9a inh: inconclusive; JMJD2A Tudor: -20%; Tb PGK inh: 7%; Pin1 inhibitor: 0%

How did Cc1cc(C(=O)COC(=O)c2csc3c2CCCC3)c(C)n1C do in these assays?
PI4K2A inh: 4; ERG-DNA inh: -5%; BAZ2B inh: 6%; HP1b chromo inh: 16%; GLS inhibitor: 0%; G9a inh: 22%; JMJD2A Tudor: -6%; Tb PGK inh: -5%; Pin1 inhibitor: inconclusive

How did CCSC1=NCCN1S(=O)(=O)c1ccc(NC(C)=O)cc1 do in these assays?
PI4K2A inh: 0; ERG-DNA inh: -9%; BAZ2B inh: 4%; HP1b chromo inh: 15%; GLS inhibitor: 1%; G9a inh: 6%; JMJD2A Tudor: -12%; Tb PGK inh: 0%; Pin1 inhibitor: -2%

How did Cc1cc(C)cc(-n2c(SCC(=O)Nc3ccccc3)nc3c(oc4ccccc43)c2=O)c1 do in these assays?
PI4K2A inh: 2; ERG-DNA inh: -2%; BAZ2B inh: -12%; HP1b chromo inh: 38%; GLS inhibitor: -2%; G9a inh: 1%[59 µM]; JMJD2A Tudor: -8%; Tb PGK inh: inactive; Pin1 inhibitor: 40%[activator]

How did CCOc1ccc(NC(=O)CN(C)C(=O)COc2cccc3c2OC(C)(C)C3)cc1OCC do in these assays?
PI4K2A inh: -2; ERG-DNA inh: 13%; BAZ2B inh: 1%; HP1b chromo inh: 35%; GLS inhibitor: 2%; G9a inh: 20%[12.7 µM]; JMJD2A Tudor: -11%; Tb PGK inh: 7%; Pin1 inhibitor: -6%

How did CCOC(=O)c1[nH]c(Cc2[nH]c(C(=O)OCC)c(C)c2CCC(=O)OC)c(CCC(=O)OC)c1C do in these assays?
PI4K2A inh: -3; ERG-DNA inh: 2%; BAZ2B inh: inconclusive; HP1b chromo inh: -26%; GLS inhibitor: -5%; G9a inh: 40µM*; JMJD2A Tudor: 40µM*; Tb PGK inh: -5%; Pin1 inhibitor: 0%

What do the screens show for `Cc1cc(S(=O)(=O)Nc2nc(CN3CCOCC3)nc3sc4c(c23)CCC4)cc(C)c1C`?
PI4K2A inh: -1; ERG-DNA inh: -9%; BAZ2B inh: inconclusive; HP1b chromo inh: -4%; GLS inhibitor: inconclusive; G9a inh: 45µM*; JMJD2A Tudor: -35%; Tb PGK inh: -8%; Pin1 inhibitor: inconclusive

What do the screens show for `COc1ccc(S(=O)(=O)N2CCN(CCOc3ccc(Br)cc3)CC2)cc1OC`?
PI4K2A inh: -7; ERG-DNA inh: 2%; BAZ2B inh: -33%; HP1b chromo inh: 6%; GLS inhibitor: 6%; G9a inh: inconclusive; JMJD2A Tudor: -29%; Tb PGK inh: -1%; Pin1 inhibitor: 0%

Results for O=C(Cc1cccs1)Nc1ccccc1C(=O)O ?
PI4K2A inh: 1; ERG-DNA inh: -11%; BAZ2B inh: 9%; HP1b chromo inh: 15%; GLS inhibitor: 9%; G9a inh: inconclusive; JMJD2A Tudor: -9%; Tb PGK inh: -4%; Pin1 inhibitor: 0%

Results for O=C(CSc1nnc(Cc2ccccc2)o1)NCCc1ccccc1 ?
PI4K2A inh: 5; ERG-DNA inh: -9%; BAZ2B inh: 3%; HP1b chromo inh: 9%; GLS inhibitor: 6%; G9a inh: 13%[59 µM]; JMJD2A Tudor: -13%; Tb PGK inh: inactive; Pin1 inhibitor: -2%

Results for CCN1CCN(Cc2ccc(NC(=O)c3ccc(C)c(NC(=O)c4ccnnc4)c3)cc2C(F)(F)F)CC1 ?
PI4K2A inh: -7; ERG-DNA inh: 5%; BAZ2B inh: 0%; HP1b chromo inh: 47%[activator]; GLS inhibitor: 0%; G9a inh: -11%[12.7 µM]; JMJD2A Tudor: -14%; Tb PGK inh: 1%; Pin1 inhibitor: -1%

How did Fc1ccc(Nc2ncnc3sc4c(c23)CCC4)cc1F do in these assays?
PI4K2A inh: 1; ERG-DNA inh: 8%; BAZ2B inh: 5%; HP1b chromo inh: 57%; GLS inhibitor: 5%; G9a inh: 36%[59 µM]; JMJD2A Tudor: 4%; Tb PGK inh: 4%; Pin1 inhibitor: -4%

Results for CC(C)C(=O)Nc1nnn(C)n1 ?
PI4K2A inh: -1; ERG-DNA inh: -5%; BAZ2B inh: -3%; HP1b chromo inh: 22%; GLS inhibitor: 8%; G9a inh: -15%[59 µM]; JMJD2A Tudor: -2%; Tb PGK inh: -5%; Pin1 inhibitor: 1%

Results for CN(C)C(/C=C/Nc1ccc(O)cc1)=C(C#N)C#N ?
PI4K2A inh: 3; ERG-DNA inh: 3%; BAZ2B inh: -15%; HP1b chromo inh: -28%; GLS inhibitor: 1%; G9a inh: -45%; JMJD2A Tudor: -18%; Tb PGK inh: -4%; Pin1 inhibitor: -1%

How did Cc1ccc(CN(Cc2ccco2)C(=S)NCC(=O)NCc2cccnc2)cc1 do in these assays?
PI4K2A inh: -18; ERG-DNA inh: -5%; BAZ2B inh: inconclusive; HP1b chromo inh: inconclusive; GLS inhibitor: -17%; G9a inh: 13µM*; JMJD2A Tudor: -32%; Tb PGK inh: -3%; Pin1 inhibitor: 21%

What do the screens show for `CC(C(=O)OCC(=O)c1ccc([N+](=O)[O-])cc1)N1C(=O)C2C3CCC(C3)C2C1=O` (stereo unspecified)?
PI4K2A inh: 0; ERG-DNA inh: -7%; BAZ2B inh: inconclusive; HP1b chromo inh: 15%; GLS inhibitor: 0%; G9a inh: inconclusive; JMJD2A Tudor: -14%; Tb PGK inh: 3%; Pin1 inhibitor: -10%

Screens from PubChem.
